mABHD4 FP: ABHD4 (mouse) inhibition, primary FP screen; purified mABHD4, FP-Rh probe fluorescence polarization; AID 720543; actives 0.54% (n = 370,000); Q8VD66; inhibition, % at 8.92 µM;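 active = inhibition exceeding the mean over every tested compound plus 3 SD, cut at about 30% in these data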;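 also: 0% = plate median of compound wells and 100% = S159A mutant with DMSO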
Target sequence (Q8VD66 whole entry, looked up): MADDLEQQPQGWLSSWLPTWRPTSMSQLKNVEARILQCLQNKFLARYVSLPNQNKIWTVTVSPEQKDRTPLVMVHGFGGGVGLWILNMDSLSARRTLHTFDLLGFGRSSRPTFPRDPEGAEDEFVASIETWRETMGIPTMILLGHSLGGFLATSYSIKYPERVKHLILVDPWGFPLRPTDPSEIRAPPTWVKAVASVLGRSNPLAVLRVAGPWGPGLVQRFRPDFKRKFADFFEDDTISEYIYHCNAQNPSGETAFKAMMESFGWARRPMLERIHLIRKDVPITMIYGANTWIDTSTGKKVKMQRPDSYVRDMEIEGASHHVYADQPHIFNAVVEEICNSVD
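assay system = mABHD4 protein | compound dosing = single nominal dose of 8.92 µM, 0.89% DMSO final | read-out basis = percent inhibition of probe binding, normalized to plate controls | schedule = Enzyme–compound pre-incubation 45 min, then probe 60 min, both 25 °C | detection = fluorescence polarization, excitation 525 nm, emission 598 nm, BODIPY TMR filters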
NPR1 activator: GC-A (human) enzyme activation; P16066; actives 0.14% (n = 370,000); activation, % at 10 µM; AID 1671463; HEK293 GC-A cells, cGMP TR-FRET, EC30 ANP; 0% at EC30 ANP, 100% saturating ANP; in the data active = activation above about 40%
rCAG binder: r(CAG) repeat RNA binding; TO-PRO-1 dye displacement fluorescence; inhibition, % at 3 µM; actives 1.3% (n = 370,000); AID 651821;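 active = inhibition above the plate cutoff, the mean of all test compounds on that plate plus 3 SD, cut at about 35% in these data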;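 also: 0% = DMSO alone and 100% = 100 µM mitoxantrone as full dye displacement; higher means more dye released from RNA so lower well fluorescence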
HTRA1 inh: HTRA1 (human) protease inhibition; recombinant HTRA1, FP-rhodamine activity-based probe, fluorescence polarization; inhibition, % at 5.96 µM; actives 0.5% (n = 340,000); in the data active = inhibition above about 36%;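 also: 0% = enzyme with DMSO and 100% = wells lacking enzyme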
NR1D1 modulator: modulates human Rev-erb alpha binding to DNA | actives 0.79% (n = 370,000) | activity, % at 10 µM | Rev-erbα–FITC-DNA binding, fluorescence polarization, 90 min;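 active = activity above about 14%, limit read from the data; passing the limit was not always enough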;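 also: 0% = DMSO wells with 35 nM protein and 100% = DMSO wells with 750 nM protein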
Target sequence (P20393 whole entry, looked up): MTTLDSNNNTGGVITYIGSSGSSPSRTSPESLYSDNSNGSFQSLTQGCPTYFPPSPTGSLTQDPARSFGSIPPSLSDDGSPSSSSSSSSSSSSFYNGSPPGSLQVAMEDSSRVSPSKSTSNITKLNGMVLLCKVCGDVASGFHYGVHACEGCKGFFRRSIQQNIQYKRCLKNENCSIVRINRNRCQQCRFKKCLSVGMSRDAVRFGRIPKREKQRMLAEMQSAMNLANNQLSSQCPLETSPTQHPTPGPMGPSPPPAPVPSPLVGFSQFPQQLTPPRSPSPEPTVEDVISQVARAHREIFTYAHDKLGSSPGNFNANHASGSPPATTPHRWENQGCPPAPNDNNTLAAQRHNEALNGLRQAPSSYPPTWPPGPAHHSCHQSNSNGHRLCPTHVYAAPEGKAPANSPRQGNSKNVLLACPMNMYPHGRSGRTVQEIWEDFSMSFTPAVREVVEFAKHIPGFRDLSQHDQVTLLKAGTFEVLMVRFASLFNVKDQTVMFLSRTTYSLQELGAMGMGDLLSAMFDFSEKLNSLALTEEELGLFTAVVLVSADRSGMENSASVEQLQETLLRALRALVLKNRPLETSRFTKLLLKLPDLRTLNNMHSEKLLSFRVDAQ
SMARCA2 activ: increases SMARCA2 function in MMTV reporter cells | MG213 cells, MMTV-luciferase reporter, dexamethasone, overnight | activation, % at 9.1 µM | AID 652017 | actives 1% (n = 370,000); in the data active = activation above about 7.8%;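 also: 0% = vehicle wells and 100% = reference activator wells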
ASAP1 inh: blocks human ASAP1-stimulated Arf1 GTP hydrolysis | Q9ULH1 | actives 0.19% (n = 360,000) | GDP FP detection | inhibition, % at 16.5 µM; in the data active = inhibition above about 25%;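 also: 0% = vehicle with enzyme and substrate and 100% = no enzyme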
ARFGAP1 inh: inhibits rat ARF GTPase activating protein 1. Q62848. Arfgap1-stimulated ARF1 GTP hydrolysis, GDP FP detection. inhibition, % at 16.5 µM. actives 0.26% (n = 360,000);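 active = inhibition above a per-plate limit, mean inhibition of low control wells plus 3 SD, cut at about 25% in these data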;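 also: 0% = DMSO wells with enzyme and 100% = wells lacking Arfgap1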
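Material – truncated rat Arfgap1 GAP domain · Buffer or medium – HEPES-based buffer, pH 7.5 · Reagent – human ARF1(Δ1-17)-GTP substrate · Dosing – 16.5 µM single point, 1.26% DMSO · Schedule – GTP hydrolysis reaction 2 h at 25 °C · Technique – GDP detection by fluorescence polarization · Benchmarks – No-Arfgap1 wells (100%) versus DMSO full-reaction wells (0%) · Repeats – single replicate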
GC-B act: GC-B (human) receptor activation; HEK293-GC-B cells, CNP EC30, cGMP TR-FRET; 0% at EC30 CNP, 100% saturating CNP; activation, % at 10 µM; actives 0.11% (n = 370,000); AID 1920062; P20594;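 active = activation at 10 µM reaching about 35% in either raw or pattern-adjusted values, limit read from the data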
PG9 binder: binds the HIV-1 gp120 antibody PG9. inhibition, % at 6.7 µM. AID 624416. actives 0.43% (n = 360,000). TR-FRET gp120-PG9 antibody binding; in the data active = inhibition above about 8.5%
* hit, by the source's call; . = not tested or not shown.

Preview:
No.	molecule	mABHD4 FP	NPR1 activator	rCAG binder	HTRA1 inh	NR1D1 modulator
1	Cc1ccc(-c2cnc(NC(=O)c3cccc(Br)c3)s2)c(C)c1	1	1	2	-14	2
2	Cc1ccc(C)c(C(C)NC(=O)c2ccncc2)c1 (configuration not stated)	-6	4	1	9	-4

No.	SMARCA2 activ	ASAP1 inh	ARFGAP1 inh	GC-B act	PG9 binder
1	0	3	2	-5	1.2
2	-3	-5	-5	4	0.7

Results, previewed entries included:
No.	molecule	mABHD4 FP	NPR1 activator	rCAG binder	HTRA1 inh	NR1D1 modulator
1	Cc1ccc(-c2cnc(NC(=O)c3cccc(Br)c3)s2)c(C)c1	1	1	2	-14	2
2	Cc1ccc(C)c(C(C)NC(=O)c2ccncc2)c1 (configuration not stated)	-6	4	1	9	-4
3	O=C(O)c1nccnc1C(=O)Nc1ccc(Cl)cc1Cl	5	1	0	2	4
4	CC(C)c1ccc(CN(C(=O)C2COc3ccccc3O2)C2CCS(=O)(=O)C2)cc1 (configuration not stated)	-7	4	-2	-13	0
5	O=C(c1cccc(Cl)c1)N1CCN(c2ccc(N3CCOCC3)nn2)CC1	2	0	-4	0	6
6	CCOC(=O)c1nnn(-c2ccc([N+](=O)[O-])cc2[N+](=O)[O-])c1C	3	2	3	4	5
7	CCOC(=O)CC1=C(C(=O)OCC)C(c2cccs2)C(C#N)=C(N)O1 (configuration not stated)	0	3	-1	4	-1
8	Cc1onc(-c2ccccc2)c1C(=O)Nc1ccon1	-4	5	3	-6	2
9	O=C(COc1ccccc1F)Nc1ccccc1C(=O)NC1CC1	3	6	1	-4	-4
10	CCCNC(=O)C1(C)CCN(C(=O)Cc2ccc(OC)c(OC)c2)C1 (configuration not stated)	2	3	2	.	-4
11	O=C(c1cc(C2CC2)on1)N(C1CCCCC1)C1CCOCC1	-3	-1	0	.	0
12	CC(/C=C/c1ccccc1F)=N\NC(=O)C(C)C	4	1	-1	-1	2
13	CC(C)CN1C(=O)[C@]2(CC(=O)N(C)C2c2ccccc2)c2cc(-n3cc(CCc4ccccc4)nn3)ccc21 (some centres not stated)	0	-2	-1	.	4
14	Cn1nc(-c2ccccc2)c(COC(=O)c2cccc(Cl)c2)c1S(=O)(=O)c1ccccc1	-5	-2	0	0	2
15	O=C(C1CCCN(S(=O)(=O)c2cccc3ccccc23)C1)N1CCN(Cc2ccccc2)CC1 (configuration not stated)	-6	1	5	.	2

No.	SMARCA2 activ	ASAP1 inh	ARFGAP1 inh	GC-B act	PG9 binder
1	0	3	2	-5	1.2
2	-3	-5	-5	4	0.7
3	-1	-3	-8	2	0.7
4	-1	9	-3	0	-3.2
5	2	2	7	-2	-0.5
6	-5	5	-15	-3	0.8
7	0	-9	-2	-1	-0.8
8	-1	-4	-8	3	-2.2
9	0	-10	3	2	0.7
10	-1	0	-4	1	-0.9
11	-2	.	.	-5	.
12	0	6	1	-2	-3.6
13	-3	.	.	-5	.
14	0	-4	3	-5	-1.4
15	-4	.	.	6	.

Compound profiles, from the list above. Order of values: mABHD4 FP | NPR1 activator | rCAG binder | HTRA1 inh | NR1D1 modulator | SMARCA2 activ | ASAP1 inh | ARFGAP1 inh | GC-B act | PG9 binder
O=C(c1cccc(Cl)c1)N1CCN(c2ccc(N3CCOCC3)nn2)CC1 in the list: 2 | 0 | -4 | 0 | 6 | 2 | 2 | 7 | -2 | -0.5
O=C(O)c1nccnc1C(=O)Nc1ccc(Cl)cc1Cl in the list: 5 | 1 | 0 | 2 | 4 | -1 | -3 | -8 | 2 | 0.7
CC(C)c1ccc(CN(C(=O)C2COc3ccccc3O2)C2CCS(=O)(=O)C2)cc1 (configuration not stated) in the list: -7 | 4 | -2 | -13 | 0 | -1 | 9 | -3 | 0 | -3.2
CC(/C=C/c1ccccc1F)=N\NC(=O)C(C)C in the list: 4 | 1 | -1 | -1 | 2 | 0 | 6 | 1 | -2 | -3.6

Structures shown so far containing a Cl atom, in the order listed:
No.	molecule	mABHD4 FP	NPR1 activator	rCAG binder	HTRA1 inh	NR1D1 modulator
3	O=C(O)c1nccnc1C(=O)Nc1ccc(Cl)cc1Cl	5	1	0	2	4
5	O=C(c1cccc(Cl)c1)N1CCN(c2ccc(N3CCOCC3)nn2)CC1	2	0	-4	0	6
14	Cn1nc(-c2ccccc2)c(COC(=O)c2cccc(Cl)c2)c1S(=O)(=O)c1ccccc1	-5	-2	0	0	2

No.	SMARCA2 activ	ASAP1 inh	ARFGAP1 inh	GC-B act	PG9 binder
3	-1	-3	-8	2	0.7
5	2	2	7	-2	-0.5
14	0	-4	3	-5	-1.4

More records:
No.	molecule	mABHD4 FP	NPR1 activator	rCAG binder	HTRA1 inh	NR1D1 modulator
16	CCc1ccc(CNC(=O)CCCn2c(=O)c3cccn3c3cccnc32)cc1	-9	6	-2	-10	1
17	COc1ccccc1Cc1c(-c2ccc(C)cc2)nc2cc(C)c(Br)c(C)n12	0	-3	6	.	-1
18	O=C(CN1CCN(Cc2ccccc2)CC1)Nc1ccc(-n2cnnn2)cc1	-4	-1	-6	-1	-4
19	O=C(CNCC1(N2CCOCC2)CCCCC1)Nc1ccc(Cl)cc1	-13	0	-1	3	-4
20	CC(Sc1nnc(-c2ccccc2F)n1C1CC1)C(=O)NCc1ccco1 (configuration not stated)	-10	4	0	-5	1
21	O=C(c1ccco1)N1CCn2cccc2C1c1ccccc1 (configuration not stated)	-4	-4	3	-3	-1
22	O=Cc1c(N2CCN(c3cccc(Cl)c3)CC2)nc2ccccn2c1=O	-1	-7	-1	-9	0
23	CCN(CC(=O)Nc1ccc2c(c1)OC(F)(F)O2)Cc1nc2ccccc2c(=O)[nH]1	1	-5	1	-5	-1
24	COc1ccc(NC(=O)Cn2c(=O)n(-c3ccccc3)c(=O)c3sccc32)c(OC)c1	1	-1	4	0	-5
25	COc1ccccc1N(CC(=O)NCc1ccccc1)C(=O)CCC(=O)Nc1cc(C)ccn1	-2	-2	-9	-5	0
26	COc1ccc(S[C@]2(C(=O)N3CCN(c4ncccn4)CC3)CC(=O)N(c3ccc(OC)cc3)[C@@H]2c2ccc(OC)cc2)cc1	-11	0	15	.	3
27	Cc1cc(/C=C2/NC(=O)NC2=O)c(C)n1C	8	-2	7	4	1
28	N#CCN1CCC(c2cc(-c3ccco3)n[nH]2)CC1	2	-3	5	.	5
29	COC(=O)[C@@]1(Cc2ccc(F)cc2)[C@H]2c3cc(C(=O)N4CCCC4)n(Cc4ccccc4)c3C[C@H]2CN1C(=O)c1ccccc1	1	-4	8	.	-1
30	Cc1ccc(S(=O)(=O)N(C)C[C@H]2Oc3ccc(NC(=O)C4CCCCC4)cc3C(=O)N([C@H](C)CO)C[C@H]2C)cc1	-6	6	-2	-6	3

No.	SMARCA2 activ	ASAP1 inh	ARFGAP1 inh	GC-B act	PG9 binder
16	1	-8	3	-6	2.3
17	3	3	-2	-2	-1.2
18	3	-2	-4	2	-3.1
19	2	7	15	0	-1.7
20	0	-2	-7	0	-1.2
21	3	-2	-2	1	0.9
22	-1	-1	5	-4	-0.7
23	0	-11	-4	-13	-2.5
24	-3	-3	4	-2	1.7
25	-4	-3	-13	-3	2.1
26	-3	.	.	-1	.
27	2	-9	-2	-11	-7.8
28	-2	3	-6	0	-1.1
29	-5	9	2	-3	-0.4
30	2	16	5	-3	-0.3

(list continues)
No.	molecule	mABHD4 FP	NPR1 activator	rCAG binder	HTRA1 inh	NR1D1 modulator
31	COc1ccc(C2=CN(Cc3ccccc3)CCC2=O)cc1	2	6	-9	-2	-9
32	Cn1c(=O)c2[nH]c(NCCCN3CCOCC3)nc2n(C)c1=O	2	3	-3	0	3
33	CCCC(=O)N1CC2(CCC)CN(C(=O)CCC)CC(CCC)(C1)C2=O	9	-1	-1	2	2
34	Cc1c[n+]([O-])ccc1Oc1ccc([N+](=O)[O-])cc1	-2	4	2	-2	-1
35	CCOc1cccc2cc(C(=O)N3CCc4ccccc4C3)c(=O)oc12	1	3	-1	-6	0
36	CCS(=O)(=O)c1ccc(O)c(NC(=O)/C=C/c2ccc(Cl)cc2)c1	-1	4	23	-2	-4
37	Cc1noc(-c2ccccc2OC(=O)c2ccccc2)n1	-4	1	-6	6	0
38	O=C(CSc1nnnn1-c1ccc2c(c1)OCCO2)c1cccc2c1OCCO2	-4	1	6	-8	107*
39	CCc1ccccc1N(CC(=O)NCc1ccco1)C(=O)CCC(=O)Nc1ccccn1	4	-5	0	10	0
40	CCC(=O)c1cn(CC(=O)O)c2ccccc12	-4	-2	1	-3	-5
41	O=S(=O)(Nc1ccc(O)c(Sc2nc3ccccc3s2)c1)c1ccc(Cl)cc1	-88	2	26	-58	9
42	Cc1cc(C)c(CN2CCC(n3nccc3NC(=O)C3CCOC3)CC2)cc1C (configuration not stated)	-1	4	-9	4	-3

No.	SMARCA2 activ	ASAP1 inh	ARFGAP1 inh	GC-B act	PG9 binder
31	0	7	10	1	-0.7
32	1	0	4	5	-0.6
33	1	-4	8	-17	1.4
34	3	-1	7	5	0.4
35	2	-3	8	0	-4.0
36	-4	-11	8	-6	0.4
37	0	2	15	1	-0.6
38	3	14	-7	0	-1.9
39	-1	3	-1	-6	-1.1
40	0	14	2	6	-1.8
41	-1	8	8	6	-1.0
42	1	-5	-2	-6	-0.7
